TPT1 inhibitor = blocks Candida albicans tRNA 2'-phosphotransferase; recombinant caTPT1, FP RNA substrate dephosphorylation; inhibition, % at 5 µM; 300,000 compounds, 0.81% hits; AID 1962;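 active means inhibition above the mean of all tested compounds plus 3 SD, set per screening campaign, cut at about 24% in these data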;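 further: plate controls were DMSO alone for no effect and ferristatin control at 100 nM for full effect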
procasp3 activ = activates human procaspase-3; P42574; recombinant procaspase-3 D3A, Ac-DEVD-pNA absorbance 405 nm; activation, % at 8.5 µM; 330,000 compounds, 0.11% hits; AID 463141;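 active means activation above the mean of all tested compounds plus 3 SD, cut at about 21% in these data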;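 further: 0% = DMSO alone and 100% = DMSO wells spiked with extra 5 µM PC-3 D3A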
Target sequence (P42574 whole entry D9A/D28A/D175A): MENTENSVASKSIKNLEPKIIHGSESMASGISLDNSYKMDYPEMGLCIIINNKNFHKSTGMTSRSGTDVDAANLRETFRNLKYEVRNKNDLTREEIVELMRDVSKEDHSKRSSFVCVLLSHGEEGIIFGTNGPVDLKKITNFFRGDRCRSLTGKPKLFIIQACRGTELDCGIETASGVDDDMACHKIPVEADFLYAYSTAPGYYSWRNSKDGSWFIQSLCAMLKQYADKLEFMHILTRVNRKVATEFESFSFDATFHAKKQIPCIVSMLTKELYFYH
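Assay system – Procaspase-3 D3A mutant, all three cleavage aspartates alanine · Controls – DMSO-only low control, 5 µM PC-3 D3A high control · Schedule – 1 h compound preincubation, 2 h substrate hydrolysis at 25 °C · Signal – 405 nm absorbance of p-nitroaniline, reads at 0 and 120 min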
core dimer inh = blocks dimerization of HCV core protein; 300,000 compounds, 0.33% hits; inhibition, % at 5 µM; AID 1899; TR-FRET GST/Flag-core106 dimerization, 1536-well;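 active means inhibition above the mean of all tested compounds plus 3 SD, set per screening campaign, cut at about 45% in these data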
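test system = GST/Flag-tagged HCV core106 proteins | probe or stimulus = Eu donor and XL665 acceptor anti-tag antibodies | times = compound-protein-antibody incubation 4 h at 22.5 °C | signal = TR-FRET, excitation 340 nm, emission 617 and 671 nm | measure = percent inhibition of core106 dimerization signal | controls = wells lacking GST-core106 and wells with excess unlabelled core106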
procasp7 counter = activates human procaspase-7, counter-screen for procaspase-3 activators; P55210; recombinant procaspase-7, Ac-DEVD-pNA absorbance 405 nm; D23A/D198A/D206A triple mutant, cannot self-cleave; scale: DMSO 0, 5 µM enzyme 100; activation, % at 8.5 µM; 330,000 compounds, 0.093% hits; AID 463210;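 active means percent activation above the screen-wide mean plus 3 SD, cut at about 25% in these data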
Target sequence (P55210 whole entry D23A/D198A/D206A): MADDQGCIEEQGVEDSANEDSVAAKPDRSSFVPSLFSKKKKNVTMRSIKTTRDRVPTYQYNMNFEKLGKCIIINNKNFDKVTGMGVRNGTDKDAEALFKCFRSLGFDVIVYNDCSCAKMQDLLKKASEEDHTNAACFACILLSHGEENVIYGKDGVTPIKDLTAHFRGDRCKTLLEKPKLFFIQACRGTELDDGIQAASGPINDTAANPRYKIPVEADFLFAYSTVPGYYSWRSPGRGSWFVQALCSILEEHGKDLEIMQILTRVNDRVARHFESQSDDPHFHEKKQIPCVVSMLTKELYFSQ
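System: Uncleavable procaspase-7 mutant enzyme; Amount: 2 µM procaspase-7 mutant as dispensed; Schedule: 1 h compound preincubation, 2 h substrate cleavage, 25 °C; Measured by: 405 nm absorbance of p-nitroaniline; Evaluation: percent activation from buffer-corrected 0–120 min absorbance change; Control set: low DMSO alone, high DMSO plus 5 µM PC-7.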
PP1 counter = blocks human PP1-alpha phosphatase, a PP5 counter-screen; P62136; purified PP1alpha, OMFP fluorescence; inhibition, % at 6.7 µM; 320,000 compounds, 0.9% hits; AID 2235;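 active means inhibition above the mean inhibition of all tested compounds plus 3 SD, computed separately for each screening campaign, cut at about 15% in these data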
Target sequence (P62136 whole entry, looked up): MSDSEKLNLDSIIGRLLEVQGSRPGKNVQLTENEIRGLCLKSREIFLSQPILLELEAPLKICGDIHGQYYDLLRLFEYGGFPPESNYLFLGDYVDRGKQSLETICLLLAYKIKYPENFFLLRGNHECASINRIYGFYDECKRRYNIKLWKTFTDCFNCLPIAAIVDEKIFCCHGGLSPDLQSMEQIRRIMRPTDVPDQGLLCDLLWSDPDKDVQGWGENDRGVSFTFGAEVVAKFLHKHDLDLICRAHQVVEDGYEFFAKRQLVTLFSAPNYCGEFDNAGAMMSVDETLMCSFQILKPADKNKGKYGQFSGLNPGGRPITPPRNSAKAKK
PP5 primary = blocks human protein phosphatase 5 activity; 320,000 compounds, 0.18% hits; purified PP5c, OMFP substrate fluorescence; AID 1987; inhibition, % at 6.7 µM;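 active means inhibition above the campaign's mean inhibition across all tested compounds plus 3 SD, cut at about 9.5% in these data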;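 further: 0% = DMSO only and 100% = 100 µM cantharidin control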
PAFAH2 FP inh = inhibitors of human PAFAH2 | Q99487 | recombinant PAFAH2, FP-rhodamine activity probe, fluorescence polarization | inhibition, % at 3.39 µM | 340,000 compounds, 0.99% hits;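 active means inhibition above the mean over all tested compounds plus 3 SD, cut at about 30% in these data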;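 further: inhibitors block probe labeling of enzyme so polarization drops; 0% = enzyme with DMSO and 100% = wells lacking PAFAH2 protein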
AHR activator = activates the human aryl hydrocarbon receptor | activation, % at 5 µM | P35869 | 320,000 compounds, 2.5% hits | AID 2796 | AHR-responsive luciferase reporter cells, luminescence; in the data active means activation above about 47%;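 further: 0% = vehicle wells and 100% = reference agonist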
Fh CTSL1 inh = cathepsin L1 inhibition, PFM18AAP counter-screen. recombinant F. hepatica cathepsin L1, Z-Leu-Arg-MCA fluorescence. inhibition, % at 5.96 µM. 300,000 compounds, 0.49% hits;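 active means inhibition above the mean of all tested compounds plus 3 SD, set per screening campaign, cut at about 17% in these data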;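 further: 0% = plate median of test compound wells and 100% = 1 µM Z-Phe-Ala-diazomethylketone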
* = called active by the depositor. No enrichment for hits; overall some 5.6% were active at least once.

For Cc1ccc(COn2c(-c3ccc(Cl)cc3)nc3ccc([N+](=O)[O-])cc32)cc1 the results were TPT1 inhibitor 2, procasp3 activ 7, core dimer inh 1, procasp7 counter 1, PP1 counter 5, PP5 primary 2.3, PAFAH2 FP inh -10, AHR activator 4 and Fh CTSL1 inh 4.
Cc1ccc(S(=O)(=O)N2CCCC2)cc1C(=O)NCc1ccccn1 was read as TPT1 inhibitor 3, procasp3 activ -2, core dimer inh 4, procasp7 counter 2, PP1 counter 3, PP5 primary 4.8, PAFAH2 FP inh -1, AHR activator -3 and Fh CTSL1 inh -1.
`CCOc1ccc(N2C(=O)CC(N3CCc4ccccc43)C2=O)cc1` (configuration not stated) gave TPT1 inhibitor 2, procasp3 activ -10, core dimer inh 0, procasp7 counter 3, PP1 counter 1, PP5 primary -1.3, PAFAH2 FP inh -11, AHR activator 0 and Fh CTSL1 inh 0.
For CCOCCCNC(=O)C(c1ccc(C)cc1)N(Cc1ccc2c(c1)OCO2)C(=O)CNC(C)=O (configuration not stated) the results were TPT1 inhibitor 3, procasp3 activ 9, core dimer inh 1, procasp7 counter 2, PP1 counter -3, PP5 primary -1.5, PAFAH2 FP inh -2, AHR activator 1 and Fh CTSL1 inh -8.
For COc1ccc2nc(NC(=O)c3ccc4ncsc4c3)sc2c1 the results were TPT1 inhibitor 4, procasp3 activ -7, core dimer inh -13, procasp7 counter 2, PP1 counter -4, PP5 primary 3.6, PAFAH2 FP inh 8, AHR activator 10 and Fh CTSL1 inh 2.
Cc1ccc(-c2cnn(-c3cccc(C(F)(F)F)c3)c2N)cc1 was read as TPT1 inhibitor -2, procasp3 activ -1, core dimer inh 0, procasp7 counter 1, PP1 counter 3, PP5 primary 0.7, PAFAH2 FP inh -5, AHR activator 3 and Fh CTSL1 inh 0.
Screening Cc1cc(C)cc(OCC(=O)N/N=C/c2ccc([N+](=O)[O-])o2)c1 returned TPT1 inhibitor 5, procasp3 activ -1, core dimer inh 7, procasp7 counter -4, PP1 counter -1, PP5 primary 5.3, PAFAH2 FP inh 9, AHR activator 4 and Fh CTSL1 inh 8.
Screening COC(=O)/C=C1\S/C(=N\N=C\CC(=O)OC)NC1=O returned TPT1 inhibitor 6, procasp3 activ -4, core dimer inh 1, procasp7 counter 6, PP1 counter -2, PP5 primary 0.3, PAFAH2 FP inh 10, AHR activator 8 and Fh CTSL1 inh 1.
Screening CCN(CC)CCn1c(NS(=O)(=O)c2ccc(Cl)cc2)nc2ccccc21 returned TPT1 inhibitor -2, procasp3 activ 0, core dimer inh 6, procasp7 counter 18, PP1 counter -5, PP5 primary -2.9, PAFAH2 FP inh -1, AHR activator 1 and Fh CTSL1 inh 3.
For S=c1[nH]nc(-c2cc3c(s2)-c2ccccc2CC3)o1 the results were TPT1 inhibitor 3, procasp3 activ 3, core dimer inh 7, procasp7 counter 8, PP1 counter 3, PP5 primary 3.3, PAFAH2 FP inh 21, AHR activator 93* and Fh CTSL1 inh 7.
`COc1ccc(C(=O)Nc2ccc(S(=O)(=O)Nc3nccc(C)n3)cc2)cc1` gave TPT1 inhibitor 1, procasp3 activ 2, core dimer inh 4, procasp7 counter 6, PP1 counter -3, PP5 primary -0.2, PAFAH2 FP inh -2, AHR activator -1 and Fh CTSL1 inh 2.
Screening O=C(Cn1c(CC(=O)N2CCCC2)nc2ccccc21)NCc1ccccc1 returned TPT1 inhibitor -2, procasp3 activ 4, core dimer inh -1, procasp7 counter -5, PP1 counter -1, PP5 primary 0.8, PAFAH2 FP inh 0, AHR activator 3 and Fh CTSL1 inh -4.
Screening C=C(C)C(=O)N1CC2(CC(c3cccc(NC(=O)COc4ccc(Cl)cc4)c3)=NO2)C[C@@H]1C(N)=O (some centres not stated) returned TPT1 inhibitor -2, procasp3 activ 11, core dimer inh 12, procasp7 counter 0, PP1 counter 6, PP5 primary 1.3, PAFAH2 FP inh 0, AHR activator -1 and Fh CTSL1 inh 0.
`CCCN1CCC(NCc2cn(C)nc2-c2ccc(Oc3ccccc3)cc2)CC1` gave TPT1 inhibitor 0, procasp3 activ 3, core dimer inh 3, procasp7 counter 4, PP1 counter -2, PP5 primary -0.5, PAFAH2 FP inh -2, AHR activator -1 and Fh CTSL1 inh 0.
`Cc1nc(C(=O)NCc2ccccc2)sc1C1(C)CC(c2cccc([N+](=O)[O-])c2)=NO1` (configuration not stated) gave TPT1 inhibitor -2, procasp3 activ 1, core dimer inh 13, procasp7 counter 3, PP1 counter 0, PP5 primary 1.9, PAFAH2 FP inh -1, AHR activator 0 and Fh CTSL1 inh -2.
For COCCCNCCOc1cc(C(C)C)ccc1C the results were TPT1 inhibitor -1, procasp3 activ 0, core dimer inh 3, procasp7 counter -2, PP1 counter -3, PP5 primary -0.7, PAFAH2 FP inh 5, AHR activator -1 and Fh CTSL1 inh -2.
Screening O=C(O)c1ccc(Nc2cnc3ccccc3n2)cc1 returned TPT1 inhibitor -2, procasp3 activ -1, core dimer inh -1, procasp7 counter 5, PP1 counter -2, PP5 primary 2.2, PAFAH2 FP inh 6, AHR activator 22 and Fh CTSL1 inh -1.
For C=CCn1c(SCC(=O)c2c(N)n(C)c(=O)n(C)c2=O)nc2sc(C)c(C)c2c1=O the results were TPT1 inhibitor -2, procasp3 activ 3, core dimer inh 4, procasp7 counter 9, PP1 counter -2, PP5 primary -0.3, PAFAH2 FP inh -7, AHR activator -2 and Fh CTSL1 inh 1.
For CCN(CC)C(=O)c1sc2nc(-c3ccccc3)ccc2c1N the results were TPT1 inhibitor 0, procasp3 activ -6, core dimer inh 6, procasp7 counter -9, PP1 counter -1, PP5 primary 4.4, PAFAH2 FP inh 3, AHR activator 76* and Fh CTSL1 inh -14.
`COc1ccc(C(=O)N/N=C(/C)c2cccc(NC(=O)C(F)(F)F)c2)cc1` gave TPT1 inhibitor -1, procasp3 activ -1, core dimer inh -4, procasp7 counter -23, PP1 counter 0, PP5 primary -2.4, PAFAH2 FP inh 6, AHR activator 14 and Fh CTSL1 inh -1.

Next part, starting with the last 4 of the part before.
Screening O=C(O)c1ccc(Nc2cnc3ccccc3n2)cc1 returned TPT1 inhibitor -2, procasp3 activ -1, core dimer inh -1, procasp7 counter 5, PP1 counter -2, PP5 primary 2.2, PAFAH2 FP inh 6, AHR activator 22 and Fh CTSL1 inh -1.
For C=CCn1c(SCC(=O)c2c(N)n(C)c(=O)n(C)c2=O)nc2sc(C)c(C)c2c1=O the results were TPT1 inhibitor -2, procasp3 activ 3, core dimer inh 4, procasp7 counter 9, PP1 counter -2, PP5 primary -0.3, PAFAH2 FP inh -7, AHR activator -2 and Fh CTSL1 inh 1.
For CCN(CC)C(=O)c1sc2nc(-c3ccccc3)ccc2c1N the results were TPT1 inhibitor 0, procasp3 activ -6, core dimer inh 6, procasp7 counter -9, PP1 counter -1, PP5 primary 4.4, PAFAH2 FP inh 3, AHR activator 76* and Fh CTSL1 inh -14.
`COc1ccc(C(=O)N/N=C(/C)c2cccc(NC(=O)C(F)(F)F)c2)cc1` gave TPT1 inhibitor -1, procasp3 activ -1, core dimer inh -4, procasp7 counter -23, PP1 counter 0, PP5 primary -2.4, PAFAH2 FP inh 6, AHR activator 14 and Fh CTSL1 inh -1.
`O=c1n(Cc2ccccc2)nc2n1-c1ccccc1SC2` gave TPT1 inhibitor 2, procasp3 activ -1, core dimer inh 1, procasp7 counter 7, PP1 counter -3, PP5 primary 0.6, PAFAH2 FP inh 2, AHR activator -4 and Fh CTSL1 inh -1.
For O=S(=O)(c1cccc(-c2nnco2)c1)N1CCCC1 the results were TPT1 inhibitor -1, procasp3 activ -5, core dimer inh -10, procasp7 counter 2, PP1 counter -7, PP5 primary 2.6, PAFAH2 FP inh -2, AHR activator 5 and Fh CTSL1 inh -9.
`CCC(O)c1nc2ccccc2n1CCc1ccccc1` (configuration not stated) gave TPT1 inhibitor -5, procasp3 activ 0, core dimer inh 5, procasp7 counter 3, PP1 counter 2, PP5 primary 0.4, PAFAH2 FP inh -3, AHR activator 13 and Fh CTSL1 inh -4.
C=CCOc1cccc(C2/C(=C(/O)c3ccc(F)cc3)C(=O)C(=O)N2CCN2CCOCC2)c1 (configuration not stated) was read as TPT1 inhibitor 0, procasp3 activ -7, core dimer inh -4, procasp7 counter -1, PP1 counter 10, PP5 primary 3.6, PAFAH2 FP inh -6, AHR activator 6 and Fh CTSL1 inh 3.
CN(C)Cc1ccc(CNC(=O)COc2ccc3ccccc3c2)cc1 was read as TPT1 inhibitor 2, procasp3 activ 1, core dimer inh 7, procasp7 counter 3, PP1 counter 8, PP5 primary 2.7, PAFAH2 FP inh -9, AHR activator 4 and Fh CTSL1 inh 3.
`CC(C)(C)OC(=O)C[C@H]1C/C=C\C[C@H](CC(=O)N(CCO)Cc2ccccc2)C(=O)N[C@@H](Cc2ccccc2)COC1=O` gave procasp3 activ 2, procasp7 counter 2, PAFAH2 FP inh 4 and AHR activator -1.
Screening O=C(NC1CCCCCC1)c1ccc(Cl)c(S(=O)(=O)N2CCOCC2)c1 returned TPT1 inhibitor -2, procasp3 activ 4, core dimer inh -1, procasp7 counter 12, PP1 counter -2, PP5 primary 2.4, PAFAH2 FP inh 2, AHR activator 0 and Fh CTSL1 inh 1.
CCOc1ccc(C(=O)NCCN2CCCCC2)c(OCC)c1 was read as TPT1 inhibitor -2, procasp3 activ 6, core dimer inh -4, procasp7 counter 7, PP1 counter -2, PP5 primary 0.1, PAFAH2 FP inh -3, AHR activator 2 and Fh CTSL1 inh -3.

2 records picked at random from those above:
CN(C)Cc1ccc(CNC(=O)COc2ccc3ccccc3c2)cc1 was read as TPT1 inhibitor 2, procasp3 activ 1, core dimer inh 7, procasp7 counter 3, PP1 counter 8, PP5 primary 2.7, PAFAH2 FP inh -9, AHR activator 4 and Fh CTSL1 inh 3.
`CC(C)(C)OC(=O)C[C@H]1C/C=C\C[C@H](CC(=O)N(CCO)Cc2ccccc2)C(=O)N[C@@H](Cc2ccccc2)COC1=O` gave procasp3 activ 2, procasp7 counter 2, PAFAH2 FP inh 4 and AHR activator -1.

Source: PubChem
